Source: PubChem (Fisher Drug Discovery Resource Center)
mcGAS lum: blocks mouse cGAS activity; Q8C6L5; recombinant cGAS, Kinase-Glo ATP depletion luminescence; inhibition, % at 12.5 µM; actives 0.15% (n = 160,000); AID 1259399;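 note: 0% = negative control wells and 100% = reference inhibitor with no enzyme activity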
NPYLR7 ag: mosquito NPYLR7 agonism; HEK293T NPYLR7/Galpha15, GCaMP6s calcium fluorescence; activation, % at 10 µM; actives 0.15% (n = 270,000); in the data active = activation above about 40%;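 note: 0% = vehicle and 100% = reference agonist at the receptor; some compounds past the cut are filed as inactive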
hcGAS lum: human cGAS inhibition; recombinant h-cGAS, ATP depletion, Kinase-Glo luminescence; inhibition, % at 12.5 µM; actives 0.081% (n = 290,000); AID 1259398;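 note: 0% = vehicle reaction and 100% = reaction without DNA for no activity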
Target sequence (Q8N884 whole entry, looked up): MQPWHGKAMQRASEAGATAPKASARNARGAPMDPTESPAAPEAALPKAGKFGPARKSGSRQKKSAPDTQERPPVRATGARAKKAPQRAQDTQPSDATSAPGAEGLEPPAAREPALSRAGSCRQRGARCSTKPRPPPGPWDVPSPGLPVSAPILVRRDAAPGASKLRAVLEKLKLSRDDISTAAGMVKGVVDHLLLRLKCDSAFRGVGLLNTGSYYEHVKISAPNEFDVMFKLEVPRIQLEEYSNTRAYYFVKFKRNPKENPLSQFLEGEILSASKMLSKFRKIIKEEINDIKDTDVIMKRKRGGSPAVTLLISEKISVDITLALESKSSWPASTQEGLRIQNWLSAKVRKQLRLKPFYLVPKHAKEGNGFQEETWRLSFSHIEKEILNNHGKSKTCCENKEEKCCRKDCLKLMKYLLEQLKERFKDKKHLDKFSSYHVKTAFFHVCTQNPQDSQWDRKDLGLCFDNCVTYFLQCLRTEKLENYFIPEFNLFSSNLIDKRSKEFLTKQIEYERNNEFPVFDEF
* = called active by the depositor; . = no result given; & = joins results of further samples. Cut-off read from the data, not from the text of the source, unless noted: active = inhibition above about 40%; inactive = the rest.

SMILES | mcGAS lum | NPYLR7 ag | hcGAS lum
O=C(O)c1c(S(=O)(=O)NCCC2=CCCCC2)sc2c1CCNC2 | . | -2 | -1
Brc1cc2c(cc1CNCc1ccco1)OCO2 | -9 | 7 | -6
O=C(c1ccc(Cl)cc1)N1C[C@H](O)[C@@H](N2CCN(c3ccccn3)CC2)C1 | . | 4 | -6
CCc1ccc(C(=O)Cn2nc(C)cc(-c3nc(C)cs3)c2=O)cc1 | . | -1 | 4
CN(C)CC/C=C1\c2ccccc2COc2ccccc21 | -5&-5 | -8&-5&1 | 2&-6&-6
Cn1c(O)c(N=NC(=O)c2ccccc2O)c2cc(Br)ccc21 | -4 | -9 | -1
CCOC(=O)c1sc(=NC(=O)c2ccc(S(=O)(=O)N(C)Cc3ccccc3)cc2)n(C)c1C | . | 12 | -12
O=C(c1cc2ccccc2s1)N1C[C@H](O)[C@@H](N2CCOCC2)C1 | . | 9 | -7
Cc1cccnc1CN1CCN(Cc2ccc(-c3ccccc3)nc2)CC1 | . | -1 | 2
N#Cc1cccc(C(=O)N2CCN(C(c3ccc(F)cc3)c3ccc(F)cc3)CC2)c1 | -7 | 20 | -7
Cc1cccc(NC(=O)CSc2nc(=O)n(CCN3CCOCC3)c3c2CCC3)c1C | -8 | -3 | -8
Cc1ccoc1C(=O)NCC(C)Oc1cccnc1 (stereo not given) | -23 | 0 | -2
COC(=O)c1ccc(-c2noc(CN3CCCCC3c3nccs3)n2)cc1 (stereo not given) | . | 14 | -8
Cc1ccccc1CN1C(=O)C2(SC(C)(C)CN2C(=O)c2ccccc2F)c2ccccc21 (stereo not given) | -4 | -3 | -4
COc1cccc(Cc2nsc(N3CCCC(C(=O)O)C3)n2)c1 (stereo not given) | -8 | -4 | -11
COc1ccc(C(C)=O)cc1CS(=O)(=O)CC(=O)Nc1ccc2c(c1)CCC2 | -17 | 4 | -7
COc1cccc(CN2CCCC3(CCN(Cc4cccc(C(C)=O)c4)C3)C2)c1OC (stereo not given) | -5 | 3 | 0
Cc1ccc(-c2cn(S(=O)(=O)c3cccc([N+](=O)[O-])c3)nc2N)cc1 | . | 0 | -8
Cc1ccc(C(=O)O)cc1-c1cccc(C(C)N(C)C)c1 (stereo not given) | -14 | 6 | -2
O=C(CSCc1ccccc1Cl)NC1CCNCC1 | . | 15 | -8
O=C1CN(Cc2cccn2-c2ccccn2)CC(OCc2ccncc2)CN1C1CCCCC1 (stereo not given) | -11 | 3 | -4
O=S(=O)(NNc1c(F)c(F)c(F)c(F)c1F)c1cc(Cl)ccc1Cl | . | 3 | -6
COc1ccc(CN(C)Cc2ncc[nH]2)c2cccnc12 | . | 17 | -9
Cc1ccc(OCc2nnc(SCC(=O)O)n2N)cc1 | . | 6 | -5
CCN(CC)c1ccc2cc(-c3nnc(Nc4ccccc4)s3)c(=O)oc2c1 | -6 | -4 | -5

Later entries
SMILES | mcGAS lum | NPYLR7 ag | hcGAS lum
CC(C(N)=O)N1CCC(c2nc3cc(Cl)ccc3s2)CC1 (stereo not given) | . | -6 | -9
CC(C)n1c(SCc2ccccc2OC(F)F)nc2cc(S(=O)(=O)N3CCCC3)ccc21 | -7 | 9 | -12
CCc1cccc(CC)c1-n1c(CNC(=O)c2cccs2)nnc1SCC(=O)Nc1nnc(C)s1 | . | -12 | 6
CC(C)C(C)NC(=O)c1cc(-c2ccccc2F)nc2cc(C(C)(C)C)nn12 (stereo not given) | -5 | 7 | -5
CN(Cc1csc(-c2ccccc2)n1)Cc1nc(CC2CC2)no1 | . | 14 | -7
COc1cccc(CN(Cc2ccc3c(c2)OCO3)Cc2nc(C(=O)NC3CC3)co2)c1OC | -1 | 1 | 3
CNC(=S)N1CCn2cccc2C1c1cc(OC)c(OC)c(OC)c1 (stereo not given) | . | -1 | -11
CCOc1ccc(N2CCN(C(=O)C3CC3)C(C)C2=O)cc1 (stereo not given) | . | -2 | -2
CN(CCc1noc(C2CC2)n1)C(=O)c1cccc(CC2CCNCC2)c1 | -16 | 1 | -4
O=C(COc1ccc(Cl)cc1)N1CCCC(OCc2ccc(C(F)(F)F)cc2)C1 (stereo not given) | -6 | -7 | -7
COc1ccc(-n2c(=O)[nH]c3c(C(N)=O)nc(-c4ccccc4)nc32)cc1OC | -5 | 13 | -6
CCOC(=O)c1sc(NC(=O)c2cc(C)no2)nc1C | -4 | 6 | 0
c1ccc2c(-c3nc4ccccn4c3Nc3ccc4c(c3)OCO4)c[nH]c2c1 | . | 3 | -1
COC(=O)c1c(NC(=O)c2ccccc2Br)sc2c1CCC2 | -6 | -1 | -2
NC(=O)NN=Cc1cc(Br)cc(Br)c1O | . | 1 | 8
CCCc1[nH]n(-c2ccc(Cl)c(Cl)c2)c(=O)c1C1=C(N2CCC(C)CC2)C(=O)N(c2ccccc2F)C1=O | -1 | 2 | -3
Cc1ccc(C2=NN(C(=O)CN3CCOCC3)C(c3ccco3)C2)cc1 (stereo not given) | 0 | 15 | 1
C/C=C(/C)C(=O)Oc1c(OC)c(OC)cc2c1-c1c(cc(OC)c(OC)c1OC)C[C@](C)(O)[C@@H](C)C2 | -3 | -10 | 0
Cc1ccccc1-n1c(C)nnc1SCc1ccc(C(=O)Nc2ccc(C(C)C)cc2)cc1 | -9 | -4 | -5
Cc1c(C#N)c2nc3ccccc3n2c(=O)c1=CNc1ccc(F)cc1 | . | 15 | -1
Cc1ccc(-c2cc(C(=O)N3CCC(C)CC3)n(-c3cccc(Cl)c3)n2)cc1C | -5 | -3 | -9
Cc1ccsc1CN(CCN(C)C)Cc1c(C)nn(C)c1Cl | . | 13 | -10
O=c1[nH]cccc1-c1csc2ccccc12 | . | 2 | -1
COCC(=O)Nc1ccc(-n2nc(OCC(C)C)nc2-c2ccc(Cl)c(Cl)c2)cc1 | -6 | 4 | -5
CN(Cc1cnn(C)c1)C(=O)CCCn1nnnc1CN1CCc2ccccc2C1 | . | 0 | -9

Exported with values under each structure: entries from further up
Value order – mcGAS lum, NPYLR7 ag, hcGAS lum
> COc1ccc(CN(C)Cc2ncc[nH]2)c2cccnc12
 : ., 17, -9
> Cc1ccc(OCc2nnc(SCC(=O)O)n2N)cc1
 : ., 6, -5
> CCN(CC)c1ccc2cc(-c3nnc(Nc4ccccc4)s3)c(=O)oc2c1
 : -6, -4, -5
> CC(C(N)=O)N1CCC(c2nc3cc(Cl)ccc3s2)CC1 (stereo not given)
 : ., -6, -9
> CC(C)n1c(SCc2ccccc2OC(F)F)nc2cc(S(=O)(=O)N3CCCC3)ccc21
 : -7, 9, -12

Next results follow.
SMILES | mcGAS lum | NPYLR7 ag | hcGAS lum
CCn1nc(C)c(CN2CCCC(Nc3ccc(C(C)C)cc3)C2)c1C (stereo not given) | -10 | 3 | -7
O=C(CC(c1ccccc1)c1ccc(F)cc1)NCc1ncn[nH]1 (stereo not given) | -11 | 21 | -1
CCn1c(C(C)NC)nc2cc(Cl)ccc2c1=O (stereo not given) | . | 11 | -5
O=C(Nc1ccccc1)c1ccc2nc(NC(=O)C3CCCCC3)sc2c1 | -3 | 9 | -4
CN1CCN(c2nc(-c3cccs3)cc(C(F)(F)F)n2)CC1 | . | -4 | -2
COc1cc(C)c(CSCc2ccc(C#N)cc2)cc1OC | -18 | 6 | -4
Cc1ccc(S(=O)(=O)Nc2cccc(-c3ccc4nnc(C)n4n3)c2)cc1 | -7 | -12 | -7
Nc1ccc(CC(N)c2csc(Nc3cnccn3)n2)cc1 (stereo not given) | . | 1 | -11
COc1ccc(NC(=O)c2ccc3c(c2)NC(=O)C(C)S3)cc1 (stereo not given) | -9 | 0 | -12
COCCCN(Cc1ccc(OC)c(OC)c1)Cc1ccc(C(=O)OC)o1 | . | 0 | -4
CN(C(=O)CC1=CCCCC1)C1CCCN(C2Cc3ccccc3C2)C1 (stereo not given) | . | -3 | 5
CC(=O)c1cc(CN2CCCC(CO)(Cc3cccc(Cl)c3)C2)cs1 (stereo not given) | . | 9 | -6
CC1c2ccsc2CCN1C(=O)CCCNC(=O)c1ccc(F)cc1F (stereo not given) | . | 1 | -4
CC(C)CNC(=O)c1csc(CN(CC(C)C)C(=O)Nc2ccc(Br)cc2)n1 | -4 | 12 | -2
O=P1(Nc2ccc(F)cc2)C=C(c2ccccc2)SC(c2ccccc2)=C1 | -4 | 0 | -5
C=CCn1c(-c2ccc(Cl)cc2)c(-c2ccc(C)cc2)c(O)c(O)c1=O | . | -3 | -1
O=C(Cn1nc2c(c1NC(=O)c1ccccc1F)CSC2)NCC1CCCO1 (stereo not given) | -5 | -5 | -7
O=C(Nc1oc2ccccc2c(=O)c1CN1CCOCC1)N1CCCCC1 | -6 | -3 | -2
Cc1nc(C)c(C(=O)OCc2cc(-c3ccc4c(c3)CC(C)O4)on2)s1 (stereo not given) | . | 1 | -3
C/C=C/C(=O)N1CCC(n2c(=O)oc3ccc(C(=O)OC)cc32)CC1 | -4 | -1 | -4
Cc1cccn2c(=O)c(C(=O)NC3CCCC3)c(O)nc12 | -8 | -3 | -9
COCCCN(CC(=O)N(Cc1cccn1Cc1ccccc1)C(C)C)C(=O)CCc1ccccc1 | -4 | 12 | -5
COCCCN(Cc1c(-c2ccc(F)cc2)noc1N1CCN(C)CC1)C(=O)c1ccc(Cl)cc1 | -7 | 13 | -3
C/C(=N/N=C1/CCc2ccccc21)c1nnn(-c2nonc2N)c1C | . | 7 | -4
COc1cc2c(c(OC)c1)C(CCc1ccccc1)CC(=O)N2 (stereo not given) | -7 | 21 | 1

Gathered by group, the entries above containing bromine
SMILES | mcGAS lum | NPYLR7 ag | hcGAS lum
Brc1cc2c(cc1CNCc1ccco1)OCO2 | -9 | 7 | -6
Cn1c(O)c(N=NC(=O)c2ccccc2O)c2cc(Br)ccc21 | -4 | -9 | -1
COC(=O)c1c(NC(=O)c2ccccc2Br)sc2c1CCC2 | -6 | -1 | -2
NC(=O)NN=Cc1cc(Br)cc(Br)c1O | . | 1 | 8
CC(C)CNC(=O)c1csc(CN(CC(C)C)C(=O)Nc2ccc(Br)cc2)n1 | -4 | 12 | -2

The list continues.
SMILES | mcGAS lum | NPYLR7 ag | hcGAS lum
O=C(CSc1ccc(-c2ccccn2)nn1)N1CCN(c2ccccc2)CC1 | -8 | 2 | -4
CCOc1ccc(N2CCCn3c2nc2c3c(=O)n(CC)c(=O)n2C)cc1 | . | -3 | -5
Cc1ccc(NS(=O)(=O)c2c(C)noc2C)cc1F | . | 17 | -5
Cc1ccnc(NCCNC(=O)c2ccc3nc(C)[nH]c3c2)c1 | -16 | 2 | -6
Cc1nc2nc(-c3cccc(O)c3)cc(C(=O)O)c2[nH]1 | -6 | -1 | -3
O=C(O)c1ccc(N2C(=O)CC(N3CCOCC3)C2=O)cc1 (stereo not given) | -4 | 4 | 0
COCCCN(CC(=O)N1CCc2sccc2C1COc1cccc(OC)c1)C(=O)Cc1ccccc1 (stereo not given) | -4 | -3 | -3
COc1cccc(CC2CN(C(=O)Cc3c(C)nc(N)nc3C)CCO2)c1 (stereo not given) | -17 | 12 | -16
Nc1nonc1C(=O)N/N=C\c1cn[nH]c1-c1ccccc1 | -6 | -10 | -2
CC(=O)Nc1cccc(N=Cc2cc(Br)cc(Cl)c2O)c1 | . | 10 | 16
O=C(CSc1nnc(-c2c[nH]c3ccccc23)o1)NCc1ccco1 | . | 3 | -9
Cc1cc(CS(=O)(=O)NCC2(c3ccc(F)cc3)CC2)on1 | . | -1 | 0
CC(C)c1csc(CN2CCC(C(=O)Nc3cccc(-c4ccco4)c3)CC2)n1 | . | 7 | -5
CN(C)C1CCN(c2ccc(NC(=O)CC3C=CCC3)cc2F)CC1 (stereo not given) | . | 11 | -7
O=C(O)CSc1nnc(Cc2c[nH]c3ccccc23)n1-c1ccccc1F | . | 4 | -4
CCN1C(=O)c2cccc3c(NC(=O)C4CCCCN4S(=O)(=O)c4cccs4)ccc1c23 (stereo not given) | 0 | 7 | -1
CCC(C)(C)NC(=O)c1ccc(=O)n(-c2ccc(C)c(Cl)c2)n1 | . | 11&2 | -4&-11
CCN1CCCC1CNC(=O)c1cc(C)c(C)c(S(N)(=O)=O)c1 (stereo not given) | -11 | 4 | 1
CCN(CC)c1cc(C)nc(Nc2ccc(NS(=O)(=O)c3cc(C(C)C)ccc3C)cc2)n1 | . | 7 | -7
COCCNC(=O)Cn1nc2c(c1NC(=O)/C=C\c1ccc3c(c1)OCO3)CSC2 | -5 | -3 | -3
CCOc1cc(/C=C2\SC(=S)N(NC(=O)c3ccccc3)C2=O)ccc1O | . | 0 | -12
Cc1ccc2sc(NCCN(C)C)nc2c1C | . | 3 | -8
O=C(NCC1CCC1)N1CCCN(C(=O)c2cccs2)CC1 | . | -21 | 1
COc1ccccc1/C=C/CN1CCC(C(=O)Nc2ccc(-n3nc(C)cc3C)cc2)CC1 | . | 8 | -3
